Ins promoter up: MIN6 insulin promoter up-regulation | MIN6 insulin promoter-GFP reporter, high-content imaging; stronger effect = higher value | z-score at 5 µM | 190,000 compounds, 0.3% hits | AID 1625;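 active = z-score above 3 at 5 µM with at least 500 cells counted in the well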
b-catenin transl: beta-catenin nuclear translocation modulation; 190,000 compounds, 0.3% hits; nuclear translocation activity, % at 5 µM; HeLa beta-catenin nuclear translocation, immunofluorescence imaging;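 active = nuclear translocation activity above 50% at 5 µM, with a well cell count of 50 or more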;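 also: per-cell ratio of nuclear to cytoplasmic median beta-catenin stain intensity; plate controls were DMSO negative control for no effect and GSK-3 inhibitor IX positive control for full effect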
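Test system: human HeLa cells, endogenous beta-catenin. Times: 24 h compound exposure, 37°C. Measured by: beta-catenin immunofluorescence imaging with DAPI.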
Hep lipid drop: modulators of hepatic lipid droplet formation; AML12 mouse hepatocytes, oleate lipid droplets, BODIPY imaging; inhibition, % at 6.5 µM; 240,000 compounds, 0.4% hits; AID 1656;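 active = lipid droplet intensity inhibited by at least 50%, with more than 500 cells counted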
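Assay system: AML12 hepatocytes (mouse) / Also added: 100 µM oleic acid challenge / Times: overnight treatment with compound plus oleate / Detection: high-content imaging of BODIPY-stained droplets and DAPI nuclei / Evaluation: % inhibition of lipid droplet signal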
T cell modulator: modulates CD8 T cell binding to vesicles; calls only at 7 µM; 2C CD8+ T cell-vesicle binding, flow cytometry; stronger effect = lower value; 330,000 compounds, 0.068% hits; AID 2052;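 active = response, share of CD8 T cells binding vesicles, and their 90th percentile fluorescence all below set limits, cut at about 80% in these data, passing the limit was not always enough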
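Material: 2C TCR transgenic mouse naive CD8+ T cells, MACS-purified. Also added: QL9-charged Drosophila Ld/ICAM-1/B7-1 vesicles. Timing: binding 1.5 h at 37 °C. Measured by: high-throughput flow cytometry with anti-B7-1 and anti-CD8 staining. Read-out: percent CD8+ FL2 mean versus row control. Controls: Unloaded micro-vesicles (low), QL9 vesicles with 0.7% DMSO (high).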
PMI inhibition: human PMI inhibitors, high substrate, primary screen, biochemical, fluorescence intensity, high mannose 6-phosphate (AID 1220); 190,000 compounds, 0.66% hits; recombinant PMI enzyme, coupled fluorescence intensity; higher % means a stronger effect; inhibition, % at 20 µM; hits with a dose series show IC50 in µM
Autophagy HCS: autophagy modulation, high-content screen; MEF GFP-LC3 puncta imaging; test concentration mostly 10 µM; calls only at 10 µM (by protocol); 190,000 compounds, 0.98% hits; AID 463193;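 active = percentage of spot-positive cells more than 3 SD above its plate mean, without a fluorescence outlier flag or 80% toxicity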;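 also: spot-positive cell cutoff set from DMSO-treated cells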
MT stabilize HCS: microtubule stabilization, imaging screen. % tubulin-high responders, % at 10 µM. 200,000 compounds, 0.83% hits. HeLa tubulin immunostaining HCS, 24 h; share of cells brighter than vehicle mean+2SD;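 active = plate Z-score above 3 for both tubulin-high and condensed-nucleus cell shares, with cell loss under 80%, at 10 µM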;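 also: anti alpha tubulin signal scored within the nucleus-defined area of each cell; some results filed as inactive read as strong as hits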
human PMI inhibition: MPI enzyme activity inhibition – biochemical, fluorescence intensity, coupled assay, primary screen (AID 1209); purified PMI enzyme, coupled fluorescence intensity; higher % means a stronger effect; one-dose inhibition, % at 20 µM; IC50 in µM for titrated hits; 190,000 compounds, 0.42% hits;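 also: plate controls were DMSO vehicle for no effect and wells lacking substrate for full effect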
TNAP activators: human TNAP enzyme activators, primary screen, biochemical, luminescent, no phosphate acceptor, uHTS (AID 1001). purified TNAP, luminescent activation assay, no phosphate acceptor; higher activation fold means a stronger effect. activation fold at 20 µM; hits with a dose series show EC50 in µM. 200,000 compounds, 0.03% hits; in the data active = activation fold from about 3, or a potency from the dose series; inactive = the rest, 99 in 100 with activation fold below about 1.6; also: many of its hits are not listed in these tables
Ins promoter up cell count: second read-out of Ins promoter up, no call of its own (marks repeat the call); cell count; measured here: cytotoxicity, nuclei count;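 total cells summed across four imaged fields per well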
Hep lipid drop cells 6.5 µM: second read-out of Hep lipid drop, no call of its own (marks repeat the call); cell count; measured here: cell count, cytotoxicity flag;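 cells counted across two imaged fields per well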
b-catenin transl cell count 5 µM: further read-out of b-catenin transl, marked with its call; cell count; measured here: cell count, cytotoxicity flag
T cell modulator vesicle-bound %: further read-out of T cell modulator, marked with its call; double positive events, %; measured here: CD8+ vesicle-bound cell fraction;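 binding gate set so that unloaded-vesicle control wells show 10% double positive cells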
MT stabilize HCS Hoechst-high %: also measured in MT stabilize HCS; calls as there; % Hoechst-high responders; measured here: nuclear condensation Hoechst responders;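 share of cells brighter than vehicle mean plus two SD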
MT stabilize HCS cytotoxicity %: recorded beside MT stabilize HCS, whose call it bears; toxicity, %; measured here: cytotoxicity by cell density;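 0% = mean cell density of plate MIN control wells and 100% = no cells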
Autophagy HCS cell loss 18 h: recorded beside Autophagy HCS, whose call it bears; toxicity, %; measured here: cell loss, nuclei count;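 cell loss after 18 h compound exposure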
* marks the source's active call; other numbers are inactive results; i = inactive; nt = no result given. Rule as the data show it, unless noted: active = inhibition above about 50%; inactive = the rest.

SMILES	Ins promoter up	Ins promoter up cell count	b-catenin transl	b-catenin transl cell count 5 µM	Hep lipid drop	Hep lipid drop cells 6.5 µM	T cell modulator	T cell modulator vesicle-bound %	PMI inhibition	Autophagy HCS	Autophagy HCS cell loss 18 h	MT stabilize HCS	MT stabilize HCS Hoechst-high %	MT stabilize HCS cytotoxicity %	human PMI inhibition	TNAP activators
Cc1nn(-c2ccccc2)c2c1C(c1ccc(F)cc1F)C(C#N)=C(N)O2 (stereo not given)	nt	nt	nt	nt	-1	743	i	57	-28%	i	0	3.4	1.4	1.6	-7%	1.1
CCOc1cc(C2C(C#N)=C(N)Oc3n[nH]c(CC)c32)ccc1OCCN1CCOCC1 (stereo not given)	0.48	1149	-1.9	1203	-7	729	i	55	5%	i	2	2.7	0.5	12	-4%	0.9
Cc1c(/C(O)=C2\C(=O)C(=O)N(CCN(C)C)C2c2ccccc2)cnn1-c1ccccc1 (stereo not given)	-0.15	1000	1.0	1305	0	667	i	28	nt	nt	nt	nt	nt	nt	nt	nt
CN(c1ccc(OCC(=O)N2CCC(C(N)=O)CC2)cc1)S(=O)(=O)c1cccs1	nt	nt	nt	nt	10	773	i	56	-6%	i	26	1.0	1.9	8.1	-7%	0.9
Cc1ccccc1NNC(N)=S	-0.48	1245	0.0	1118	28	701	i	61	-25%	i	8	3.8	2.6	5.5	-26%	1.2
CC(=O)Nc1ccc(/C=N/N2C(C)CCCC2C)cc1 (stereo not given)	0.51	1263	-2.9	984	4	693	i	27	-4%	i	5	6.6	0.7	3.3	-24%	1.2
CCOC(=O)c1c(C)n(C)c2ccc(OCC(N)=O)cc12	-0.2	1956	-3.7	1195	18	629	i	46	16%	nt	nt	11	1.3	8.2	16%	1.1
CCOc1cc(N2CCOCC2)c(OCC)cc1NS(=O)(=O)c1ccc(Cl)s1	0.12	1216	9.5	1373	nt	nt	i	60	54%*	nt	nt	40*	60*	65*	16%	1.1
CCOC(=O)c1cnc2c(Cl)c(Cl)ccc2c1N1CCN(C)CC1	-0.14	880	-5.7	956	nt	nt	i	39	13%	i	-2	1.9	1.3	1.6	10%	1.1
C/C(=N\NC(=O)CN(c1ccc(Oc2ccccc2)cc1)S(C)(=O)=O)C(C)(C)C	-0.37	1370	0.5	1124	6	697	i	57	18%	i	19	5.3	1.7	6.6	3%	1.1
Cc1ccc(-c2cc(O)cc3sc(=O)oc23)cc1C	-0.24	1127	1.5	1304	-17	716	i	27	nt	nt	nt	nt	nt	nt	nt	nt
CCOC(=O)CSc1nc(CC)nc2ccccc12	-0.09	1182	0.9	1170	nt	nt	i	24	-3%	i	-5	3.1	1.6	3.2	-3%	1.1
CC1CCC(NC(=O)C(NC(=O)c2ccccc2)C(C)C)CC1 (stereo not given)	-1.4	936	-0.1	1051	-2	689	i	13	-6%	i	-36	3.3	1.5	5.7	-5%	1.1
CCOC(=O)CC(=O)CSc1nc2ccc(OC)cc2cc1C	0.02	1406	-1.0	1436	-3	658	i	58	5%	i	-5	2.4	2.0	1.7	5%	1
CC(C)OC(=O)c1ccc(NC(=O)C2C3CC4OC(=O)C2C4C3)cc1 (stereo not given)	0.41	1219	-2.6	1203	2	755	i	48	1%	i	1	4.1	2.1	7.3	3%	1.1
CCOC(=O)C1CCCN(c2c(N3CCN(c4cccc(Cl)c4)CC3)c(=O)c2=O)C1 (stereo not given)	0.2	1403	-1.6	1088	3	658	i	39	-2%	i	6	3.2	1.5	13	-4%	1
C=C(C)Cn1c(SCC(=O)O)nc2c1c(=O)[nH]c(=O)n2C	-0.47	1782	-0.8	1048	-27	659	i	42	4%	i	2	2.0	4.0	0.7	4%	1.2
COc1ccc(OCc2cc(C(=O)O)c(C)o2)cc1	0.3	1374	-2.3	1167	-15	728	i	45	nt	nt	nt	nt	nt	nt	nt	nt
CNC(=S)N(CCc1c(C)[nH]c2ccc(Cl)cc12)Cc1cc(OC)c(OC)c(OC)c1	1	1076	-0.6	507	-40	733	i	41	6%	i	8	4.6	3.9	0.2	9%	1
N#CC1=C(N)SC(N)=C(C#N)C1CCc1ccccc1	-0.35	1217	nt	nt	5	776	i	36	-30%	i	-3	4.2	1.0	10	-5%	1.1
O=C(COC(=O)c1ccc(S(=O)(=O)N2CCCC2)cc1)NCc1ccco1	0.06	1161	-0.3	1254	10	734	i	60	nt	nt	nt	nt	nt	nt	nt	nt
O=C(c1ccc(S(=O)(=O)N2CCOCC2)cc1)N1CCCc2ccccc21	0.52	1160	-3.9	912	nt	nt	i	46	-2%	i	-1	4.2	2.0	9.7	1%	1.1
Cc1cc2nncn2c2ccccc12	0.77	879	4.9	1051	7	759	i	41	-1%	i	-10	2.0	0.9	3.5	7%	1
CC1(C)OC(=O)N(c2ccccc2)C12C=Cc1cc(Br)ccc1O2 (stereo not given)	0.89	1183	7.2	779	-10	828	i	19	16%	i	-8	1.7	1.1	6.2	24%	1
CC12CN3CC(C)(CN(C1)C3c1ccc(Cl)cc1)C2 (stereo not given)	0.18	1568	-0.4	1153	-16	705	i	18	nt	nt	nt	nt	nt	nt	nt	nt

Part of the list above in order of length of the SMILES, ascending:
SMILES	Ins promoter up	Ins promoter up cell count	b-catenin transl	b-catenin transl cell count 5 µM	Hep lipid drop	Hep lipid drop cells 6.5 µM	T cell modulator	T cell modulator vesicle-bound %	PMI inhibition	Autophagy HCS	Autophagy HCS cell loss 18 h	MT stabilize HCS	MT stabilize HCS Hoechst-high %	MT stabilize HCS cytotoxicity %	human PMI inhibition	TNAP activators
CCOC(=O)c1c(C)n(C)c2ccc(OCC(N)=O)cc12	-0.2	1956	-3.7	1195	18	629	i	46	16%	nt	nt	11	1.3	8.2	16%	1.1
O=C(COC(=O)c1ccc(S(=O)(=O)N2CCCC2)cc1)NCc1ccco1	0.06	1161	-0.3	1254	10	734	i	60	nt	nt	nt	nt	nt	nt	nt	nt
CN(c1ccc(OCC(=O)N2CCC(C(N)=O)CC2)cc1)S(=O)(=O)c1cccs1	nt	nt	nt	nt	10	773	i	56	-6%	i	26	1.0	1.9	8.1	-7%	0.9

(cont.)
SMILES	Ins promoter up	Ins promoter up cell count	b-catenin transl	b-catenin transl cell count 5 µM	Hep lipid drop	Hep lipid drop cells 6.5 µM	T cell modulator	T cell modulator vesicle-bound %	PMI inhibition	Autophagy HCS	Autophagy HCS cell loss 18 h	MT stabilize HCS	MT stabilize HCS Hoechst-high %	MT stabilize HCS cytotoxicity %	human PMI inhibition	TNAP activators
COc1ccccc1NC(=O)CSc1nc(N)c(-c2ccccc2)c(=O)[nH]1	0.04	1419	1.8	1026	11	705	i	36	12%	i	11	3.7	2.6	3.4	12%	0.9
CCN(CC)C(=O)Cn1c(=O)n(CCCCCC(=O)Nc2ccccc2)c(=O)c2sccc21	nt	nt	-1.3	989	11	687	i	53	1%	i	9	4.7	2.7	5.6	16%	1.2
Cc1ccnc(NC(=O)CCC2COc3ccccc3O2)c1 (stereo not given)	-0.68	1253	nt	nt	1	656	i	33	2%	i	-4	2.2	2.1	6.3	13%	1.1
CN(C)c1nc(NCc2ccccc2)nc(N/N=C/c2cccc(Br)c2)n1	0.13	1426	-0.5	1014	13	762	i	54	-14%	i	-6	2.7	3.0	3.7	-18%	1.1
COc1ccc(/C(CC2(O)C(=O)Nc3ccccc32)=N\O)cc1 (stereo not given)	-0.07	1295	-0.4	1085	9	570	i	7	-3%	i	27	2.4	1.6	5.2	2%	1
Cc1cc(C)cc(OCc2ccc(C(=O)NC3CCOC3=O)o2)c1 (stereo not given)	nt	nt	nt	nt	-2	730	i	14	-16%	i	16	2.5	1.7	4.8	-12%	1
CCCc1[nH]nc2c1C(c1cccc(OC)c1)C(C#N)=C(N)O2 (stereo not given)	1	1228	nt	nt	4	729	i	21	10%	i	0	1.8	2.2	16	13%	1
Brc1ccccc1-n1nnc(-c2ccnc3ccccc23)n1	0.62	1308	1.9	1043	12	710	nt	nt	-21%	i	32	1.7	1.1	9.7	-38%	1
COc1cc(CNCCNC(=O)c2cccs2)cc(OC)c1OC	0.34	1495	-1.0	969	1	718	i	7	-5%	i	4	2.8	2.0	8.9	4%	0.9
COc1ccccc1N(CC(=O)NC1CCCCC1)S(=O)(=O)c1cccs1	-0.04	1147	0.8	1342	1	692	i	45	nt	nt	nt	nt	nt	nt	nt	nt
C=CCNC(=O)C1CC(=O)N(c2ccc(Br)cc2)C1 (stereo not given)	0.21	1061	-0.7	1156	nt	nt	i	58	3%	i	47	2.1	2.4	8.3	2%	1
O=c1[nH]c(S)c(/C=C2\C=Nc3ccccc32)s1	0.77	1489	-1.1	1082	-13	720	i	37	nt	nt	nt	nt	nt	nt	nt	nt
Cc1cccc(NC(=O)CN2C(=O)N/C(=C/c3ccc(C)s3)C2=O)c1	1.7	1384	-1.1	1456	21	751	i	48	21%	i	-2	3.6	1.6	2.8	13%	1.1
Cn1c(COc2ccccc2)nnc1SCC(=O)c1cccc([N+](=O)[O-])c1	-0.61	1627	0.5	1394	nt	nt	i	37	15%	i	-2	2.6	2.1	3.6	9%	1.1
CC(C)n1nnnc1SCC(=O)Nc1ccc2c(c1)OCO2	0.05	1104	-2.9	1133	16	750	i	46	9%	i	3	4.1	1.9	3.9	0%	1.2
Nc1nnc(-c2ccc(Cl)cc2)o1	0.64	1066	0.0	1297	3	678	i	55	nt	nt	nt	nt	nt	nt	nt	nt
O=C(NC1CCCCC1)c1ccc(Br)o1	-0.2	1311	-4.7	1055	nt	nt	i	32	5%	i	8	4.5	3.0	7.4	-2%	1.2
CCOC(=O)N1CCN(c2nc(-c3ccco3)cc(C(F)(F)F)n2)CC1	-0.35	1601	-0.2	1331	nt	nt	i	1	5%	i	-5	1.7	2.3	13	3%	1
CN(C)S(=O)(=O)c1ccc(C(=O)Nc2ccccc2OC(F)(F)C(F)F)cc1	-0.15	1919	-1.1	1035	-19	632	nt	nt	6%	i	2	3.6	1.9	8.3	9%	1.1
CCCn1c(SCC(=O)c2ccc3c(c2)OCCO3)nc2c1c(=O)n(C)c(=O)n2C	0.35	1151	-0.8	1053	-26	666	nt	nt	-13%	i	-10	6.2	2.3	10	-12%	1
CCCCNC(=S)N/N=C/C1=CCC2CC1C2(C)C (stereo not given)	-0.85	901	0.4	1011	16	602	i	4	3%	i	-2	4.3	3.7	16	0%	1.2

Bioassay records as filed in PubChem.
